PKM2 act = activators of human pyruvate kinase M2 | purified PKM2, Kinase-Glo ATP luminescence, activation; response scale: 0% is enzyme alone, no compound | Potency, µM (doses to about 57.5 µM), for inactives: at the top dose activation, hits mostly activators | hit rate 0.34% among 260,000 | AID 1631; note: potency is the fitted concentration of half-maximal effect; % is set by controls: 0 for no effect and ±100 for the full control effect; nearly all actives have a fitted effect of over 55% in size
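hPK-M2, >95% pure; 0.1 mM ADP / 0.5 mM PEP final; imidazole pH7.2 buffer w/ 7 mM MgCl2, 50 mM KCl; 1 h RT; Kinase-Glo lum. Intermediate enzyme activity for dual inhibitor/activator qHTS.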
KCNH2 3.1 block = inhibitors of human KCNH2 3.1 potassium channel isoform; U2OS KCNH2 3.1, thallium flux FluxOr; hits give low values; activity change, % (tested at about 1.8 µM); hit rate 0.95% among 340,000;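 active = maximum activity change below -70%; inconclusive = maximum activity change from -70% to -50%; inactive = maximum activity change above -50%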;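 note: thallium influx rate constant from kinetic fluorescence after stimulation buffer; % is set by controls: 0 for no effect and ±100 for the full control effect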
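Measured as rate of thallium-driven FluxOr signal in transduced U2OS cells carrying the 3.1 channel, read kinetically for 2 min upon stimulation; values are rate constants scaled to DMSO control wells.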
TRPV1 agonist = agonists of human vanilloid receptor 1 (TRPV1); hit rate 0.19% among 320,000; activation, % at 8.33 µM; Q8NER1; TRPV1-expressing cells, Fluo-8 calcium influx, agonist mode; AID 540275; in the data active = activation above about 80%; inconclusive = between about 30% and that limit; note: 0% is about no effect
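Cells expressing TRPV1 were dye-loaded with Fluo-8 and read kinetically: 10 s baseline, 3 min after compound (agonist portion), then 2 min after EC20 capsaicin (allosteric enhancer portion). Calcium-bound dye fluorescence at 480/520 nm.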
hERG WT inh = blocks the wildtype human KCNH2 potassium channel; activity change, % at 1.84 µM; Q12809; U2OS, BacMam KCNH2, thallium flux FluxOr; hits give low values; AID 720551; hit rate 0.37% among 340,000;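 active = maximum activity change below -70%; inconclusive = maximum activity change between -70% and -50%; inactive = maximum activity change above -50%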; note: % is set by controls: 0 for no effect and ±100 for the full control effect
Target sequence (Q12809 whole entry, looked up): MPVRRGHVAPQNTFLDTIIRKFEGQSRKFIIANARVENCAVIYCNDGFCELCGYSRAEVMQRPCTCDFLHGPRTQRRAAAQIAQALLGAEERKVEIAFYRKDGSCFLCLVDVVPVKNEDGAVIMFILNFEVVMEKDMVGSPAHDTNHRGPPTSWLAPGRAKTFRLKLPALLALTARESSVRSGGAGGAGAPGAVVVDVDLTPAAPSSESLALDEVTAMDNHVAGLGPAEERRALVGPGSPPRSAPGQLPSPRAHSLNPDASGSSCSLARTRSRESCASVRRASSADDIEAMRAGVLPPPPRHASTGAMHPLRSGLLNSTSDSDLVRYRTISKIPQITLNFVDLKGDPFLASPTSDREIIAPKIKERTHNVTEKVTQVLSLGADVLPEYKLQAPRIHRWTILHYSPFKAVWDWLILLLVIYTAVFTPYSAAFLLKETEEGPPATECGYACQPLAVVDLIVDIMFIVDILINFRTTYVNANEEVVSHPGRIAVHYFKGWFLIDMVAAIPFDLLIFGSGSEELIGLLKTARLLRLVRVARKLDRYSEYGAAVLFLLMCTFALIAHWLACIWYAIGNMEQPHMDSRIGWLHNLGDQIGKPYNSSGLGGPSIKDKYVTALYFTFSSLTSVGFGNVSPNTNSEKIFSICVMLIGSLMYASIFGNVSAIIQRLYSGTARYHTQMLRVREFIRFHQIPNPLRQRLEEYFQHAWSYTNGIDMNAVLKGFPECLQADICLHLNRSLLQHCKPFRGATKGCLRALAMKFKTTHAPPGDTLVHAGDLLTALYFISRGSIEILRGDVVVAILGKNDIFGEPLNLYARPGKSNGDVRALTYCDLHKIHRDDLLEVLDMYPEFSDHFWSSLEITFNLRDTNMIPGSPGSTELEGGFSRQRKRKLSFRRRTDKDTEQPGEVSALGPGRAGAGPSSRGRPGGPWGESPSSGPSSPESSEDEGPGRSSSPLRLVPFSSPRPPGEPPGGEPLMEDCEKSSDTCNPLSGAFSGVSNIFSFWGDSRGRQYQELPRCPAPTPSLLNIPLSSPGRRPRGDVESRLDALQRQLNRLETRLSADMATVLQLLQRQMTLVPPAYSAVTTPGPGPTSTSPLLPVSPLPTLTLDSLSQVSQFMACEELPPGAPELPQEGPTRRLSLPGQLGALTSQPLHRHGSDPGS
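U2OS cells transduced with wild-type KCNH2 virus are loaded with FluxOr dye for 45 min, and thallium flux is measured in kinetic reads before and after stimulation buffer. Rate constants are normalized to DMSO controls.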
GALK inhibitor = blocks human galactokinase activity; P51570; Purified GALK, Kinase-Glo residual ATP luminescence; Potency, µM (doses to about 57.5 µM), inactives show top-dose activity change, negative = inhibition, hits mostly inhibitors; hit rate 0.007% among 270,000; AID 1868; note: potency is the fitted concentration of half-maximal effect; % is set by controls: 0 for no effect and ±100 for the full control effect
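ATP-depletion format; final 35 uM ATP, 100 uM D-galactose, 5 nM enzyme; pH 8.0 HEPES/Mg2+ buffer; 60 min RT; luminescence read 10 min after detection reagent.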
Menin MLL FP TR = menin-MLL binding inhibition, Texas Red mutant peptide; O00255; Potency, µM (highest dose often 61.6 µM), inactives show at the highest dose FP activity change, negative = inhibition, most hits filed as inhibitors; AID 1768; hit rate 0.23% among 270,000; Menin + Texas Red MLL mutant peptide, fluorescence polarization; active = well fitted inhibition curve with a large enough effect in the polarisation, with a control signal flat, not every such curve was filed as active; inconclusive = small, poorly fitted or top-dose-only effect, or effect the other way, or a change in a side signal; inactive = no such curve, though single readings can be large or run the other way; the % refers to the polarisation; note: potency is the fitted concentration of half-maximal effect; % of control where 0% means no effect; many of its hits are not listed in these tables
CXXC DNA block = blocks binding of human MLL CXXC domain to DNA. Q03164. Potency, µM (series often up to 115 µM), inactives show at the highest dose activity change, negative = inhibition, usual class: inhibitors. hit rate 0.037% among 290,000. MLL-CXXC / FITC-HOXA9 DNA fluorescence polarization; active = well fitted inhibition curve with a large enough effect in the polarisation, with a control signal flat, not every such curve was filed as active; inconclusive = small, poorly fitted or top-dose-only effect, or effect the other way, or a change in a side signal; inactive = no such curve, though single readings can be large or run the other way; the % refers to the polarisation; note: potency is the fitted concentration of half-maximal effect
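Steps: dispense CXXC domain solution (7 uM) → pin compounds or unlabeled HOX-A9 DNA control → 5 min ambient → add FLSN-HOX-A9 solution (50 nM) → spin → 30 min ambient → fluorescence polarization. Tris pH 7.5/NaCl/DTT/BSA buffer.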
USP2a block = USP2a (human) protease inhibition; O75604; USP2 core, Ub-CHOP2 coupled fluorogenic reporter, 485/531; Potency, µM (top dose mostly 38.3 µM), inactives show at the top dose activity change, negative = inhibition, most hits filed as inhibitors; hit rate 0.01% among 330,000; AID 463254;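 note: potency is the fitted concentration of half-maximal effect; plate controls were DMSO wells for no effect and full inhibition by NEM control for full effect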
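Cell-free coupled assay: 10nM USP2 core preincubated 30min RT with compound in Tris-HCl pH 8.0/CaCl2/CHAPS buffer, then 25nM Ub-CHOP2 and 25nM reporter substrate; fluorescence (Ex 485/Em 531) read after 60min RT, normalized to NEM inhibition, concentration-response curves fitted.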
FBPA coupling cs = counter-screen for Giardia aldolase inhibitors: coupling enzyme system | coupling enzyme system counterscreen, AmpLite Red fluorescence | hit rate 0.67% among 290,000 | activity change, negative = inhibition, % at 58.2 µM, hits read low; in the data active = activity change below about -30%; note: % is set by controls: 0 for no effect and ±100 for the full control effect
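First, compound is pin-transferred into glyceraldehyde-3-phosphate coupling-enzyme reagent at 57.5 uM final and held 10 min at RT. Next, substrate, coupling system and AmpLite Red are added. After 20 min RT, fluorescence (525/598 nm) is read.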
B2AR arrestin = beta2AR (human) beta-arrestin recruitment activity; Potency, µM (titrated, usually from 46.1 µM), without a hit: at the highest dose activation, most hits filed as activators; P07550; beta-arrestin recruitment to beta2AR, cell-based reporter; hit rate 0.02% among 330,000;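 note: potency is the fitted concentration of half-maximal effect; 0% = DMSO controls and full agonism = EC100 isoproterenol or metaproterenol; nearly all actives have a fitted effect of over 65% in size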
Giardia killer = Giardia lamblia killing | Giardia lamblia trophozoite viability | activity change, % at 7.66 µM, hits read low | hit rate 0.15% among 340,000; in the data active = activity change below about -80%; inconclusive = between about -30% and that limit;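 note: parasites exposed to compound for two days anaerobically before the ATP read; % is set by controls: 0 for no effect and ±100 for the full control effect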
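Giardia trophozoites, 100 cells per well, were exposed to compounds for 48 hrs at 37 deg C under anaerobic conditions; viability was then read as ATP content by bioluminescence after 15-30 min at room temperature.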
* marks the source's active call; other numbers are inactive results; ? = inconclusive; . = not tested or not shown; [ ] = dose if it differs, or a comment. Unless noted, calls come from the whole dose curve; as a rule, active = well fitted curve in the direction sought with a large enough effect; inconclusive = small, poorly fitted or top-dose-only effect, or another doubt; inactive = no such curve, though single readings can be large; an effect the other way counts as inactive or inconclusive.

nr	structure	PKM2 act	KCNH2 3.1 block	TRPV1 agonist	hERG WT inh	GALK inhibitor	Menin MLL FP TR	CXXC DNA block	USP2a block	FBPA coupling cs	B2AR arrestin	Giardia killer
1	CC1Sc2ccc(S(=O)(=O)N3CCC(C(=O)NCc4ccco4)CC3)cc2NC1=O (stereo not given)	.	2	-6	-10	5%	.	8%	0%	.	-0.1%	-10
2	C/C(CC(=O)Nc1ccc2ccccc2c1)=N\NC(=O)c1cnccn1	-2%	.	-4	-3	0%	27%	14%	0%	4	0.0%	7
3	COc1cccc(-c2c(NC(C)=O)n(C)c3ccccc3c2=O)c1	.	1	5	-1	0%	12%	-12%	0%	2	0.4%	-3
4	Cn1cccc1C(=O)C(=O)Nc1ccccc1C(F)(F)F	5%	12	10	2	1%	9%	0%	9%	1	0.1%	-3
5	COc1ccccc1NC(=O)c1cn(C)c(=O)c2cc(OC)c(OC)cc12	5%	0	1	-5	0%	2%	-4%	-1%	-1	-0.1%	4
6	CN(Cc1cc(=O)n2ccsc2n1)Cc1nc2ccccc2c(=O)[nH]1	1%	-8	2	-15	0%	-3%	-20%	5%	-3	-0.2%	4
7	O=C(NC(=S)Nc1ccc(CN2CCOCC2)cc1)c1ccc(-c2ccc(Cl)cc2)o1	-7%	17	-6	5	2%	.	-6%	3%	0	0.6%	2
8	CN(C)S(=O)(=O)c1ccc(Cl)c(C(=O)OCC(=O)NC(=O)c2cccn2C)c1	-1%	11	1	6	-3%	1%	9%	1%	-5	-0.1%	-5

Next section.
nr	structure	PKM2 act	KCNH2 3.1 block	TRPV1 agonist	hERG WT inh	GALK inhibitor	Menin MLL FP TR	CXXC DNA block	USP2a block	FBPA coupling cs	B2AR arrestin	Giardia killer
9	Cc1ccc(OCCn2nnc3ccccc32)cc1C	-3%	-8	4	17	0%	1%	-8%	-4%	1	-0.6%	-13
10	COc1cc(/C=N/N(C)c2ccccc2)ccc1O	-2%	-6	23	-1	-1%	?	0%	5%	-2	0.3%	-15
11	Cc1ccc(-c2csc(NC(=S)NC(=O)c3ccco3)n2)cc1	-1%	16	2	-27	2%	?	0%	3%	1	-0.9%	8
12	COc1ccc(/C(=C\Nc2ccc(C)c(C)c2)C(C)=O)cc1OC	0%	18	12	-5	7%	-1%	7%	1%	1	-0.4%	-4
13	CCCCOc1ccc(NC(=S)Nc2cc(C)nc(SCCCC)n2)cc1	-14%	11	3	-1	1%	1%	-1%	0%	-1	0.1%	5
14	COc1ccccc1NC(=O)c1ccc(Br)o1	-8%	-21	8	-18	0%	10%	1%	0%	-3	-0.2%	4
15	Cc1cc(N2CCOCC2)nc2ccc(Cl)cc12	.	18	-2	3	0%	.	8%	2%	3	-0.1%	15
16	CCC(=O)N1CCc2cc(S(=O)(=O)N3CCN(c4cc(C)ccc4C)CC3)ccc21	.	-16	1	-4	-7%	.	-5%	-2%	.	-0.8%	19

The listing continues.
nr	structure	PKM2 act	KCNH2 3.1 block	TRPV1 agonist	hERG WT inh	GALK inhibitor	Menin MLL FP TR	CXXC DNA block	USP2a block	FBPA coupling cs	B2AR arrestin	Giardia killer
17	COc1cc2c(cc1NC(=S)Nc1cccc(C)c1)oc1ccccc12	-1%	8	3	3	-1%	.	19%	1%	-4	0.3%	35[activator]
18	CCOc1ccc(CCNC(=O)COC(=O)CCC(=O)c2cccs2)cc1OCC	.	3	5	6	-2%	.	0%	1%	.	0.7%	-2
19	CN1CCN(c2ncnc3c2c(-c2ccccc2)cn3-c2ccc(F)cc2)CC1	-2%	-11	9	5	5%	?	0%	-5%	0	0.1%	4
20	CCCCNC(=S)N1CCN(c2ccc(C(C)=O)cc2)CC1	-2%	21	?	-3	-1%	.	3%	8%	1	-0.5%	16
21	CCC(=O)NC(=S)Nc1ccc(N2CCN(C(=O)c3ccc(Cl)cc3)CC2)cc1	-10%	-5	1	1	4%	-7%	-6%	-5%	7	-0.3%	-2
22	Cc1ccccc1Nc1cccc2nonc12	-7%	0	14	0	0%	6%	13%	5%	-22	3.5%	15
23	CC1CCN(S(=O)(=O)c2cc(F)ccc2CN2C(=O)c3cccnc3C2=O)CC1	.	-16	3	8	-7%	11%	2%	4%	0	-0.5%	1
24	N#CCSc1ncnc2sc3c(c12)CCC3	15%	2	0	6	9%	-1%	1%	-1%	0	-0.5%	15

The list goes on:
nr	structure	PKM2 act	KCNH2 3.1 block	TRPV1 agonist	hERG WT inh	GALK inhibitor	Menin MLL FP TR	CXXC DNA block	USP2a block	FBPA coupling cs	B2AR arrestin	Giardia killer
25	Cc1ccc(N=C2NC(=O)/C(=C\c3ccsc3)S2)c(C)c1	1%	-16	12	0	-3%	-24%	-6%	-13%	5	5.3%	-9
26	CC1(C)CC2CC(C)(CN2C(=O)COC(=O)c2n[nH]c(=O)c3ccccc23)C1 (stereo not given)	-1%	-5	1	-2	3%	-11%	-6%	-2%	2	0.1%	19
27	COc1ccc(CN(C)CC(=O)NC(=O)NC2CCCCC2)cc1	.	-5	23	14	.	.	.	-1%	.	-0.1%	18
28	O=C(NCc1ccc(F)cc1)N1CCc2ccccc2C1	-1%	-5	-3	5	2%	?	-9%	0%	3	0.0%	-2
29	O=C(CN1C(=O)c2ccccc2S1(=O)=O)Nc1cc(S(=O)(=O)N2CCCCC2)ccc1Cl	.	-9	2	4	.	.	.	0%	.	-0.2%	-8
30	O=C(Nc1ccc(Cl)c(Cl)c1)N(CCCN1CCOCC1)Cc1cccs1	1%	?	24	4	0%	4%	9%	4%	-1	-0.6%	3
31	CN(C)S(=O)(=O)n1cnc(-c2ccccc2)c1-c1ccccc1	0%	16	14	2	3%	-12%	-9%	-1%	-2	-0.5%	-3
32	N#CC1(NC(=O)CN2C(=O)NC3(CCCCCC3)C2=O)CCCCC1	.	-6	-2	-5	.	.	.	3%	.	-0.6%	-1

Further records:
nr	structure	PKM2 act	KCNH2 3.1 block	TRPV1 agonist	hERG WT inh	GALK inhibitor	Menin MLL FP TR	CXXC DNA block	USP2a block	FBPA coupling cs	B2AR arrestin	Giardia killer
33	Nc1nnnn1CC(=O)N/N=C/c1cc([N+](=O)[O-])ccc1O	-2%	7	-4	-2	7%	1%	-12%	2%	-3	0.5%	2
34	OCCCNC(c1ccccc1)c1ccc(O)cc1 (stereo not given)	-9%	-4	-1	-2	-4%	-20%	-5%	-1%	-5	0.3%	-15
35	COc1ccc(C(=O)OCC(=O)NCc2ccco2)cc1OC	?	2	-3	-2	1%	14%	-2%	-2%	-1	0.4%	-11
36	COc1cccc(NC(=O)CSc2nccn(-c3ccc4c(c3)OCCO4)c2=O)c1	.	-10	-2	2	.	.	.	0%	.	-0.9%	-6
37	Cc1cc(Cl)ccc1OC(C)C(=O)NCCCn1ccnc1 (stereo not given)	3%	5	8	-1	1%	12%	-2%	4%	3	-0.9%	-20
38	O=C(Nc1ccccc1)c1cc(N2CCOCC2)nc2ccccc12	2%	-6	30	25	2%	-2%	-2%	1%	-1	-0.5%	5
39	COc1ccc(N2CCN(C(=O)c3ccc(NS(=O)(=O)c4ccc(F)cc4)cc3)CC2)cc1	3%	-20	-1	8	-2%	17%	8%	3%	-1	0.4%	10

Some of these compounds in order of count of non-hydrogen atoms, descending:
nr	structure	PKM2 act	KCNH2 3.1 block	TRPV1 agonist	hERG WT inh	GALK inhibitor	Menin MLL FP TR	CXXC DNA block	USP2a block	FBPA coupling cs	B2AR arrestin	Giardia killer
36	COc1cccc(NC(=O)CSc2nccn(-c3ccc4c(c3)OCCO4)c2=O)c1	.	-10	-2	2	.	.	.	0%	.	-0.9%	-6
32	N#CC1(NC(=O)CN2C(=O)NC3(CCCCCC3)C2=O)CCCCC1	.	-6	-2	-5	.	.	.	3%	.	-0.6%	-1
35	COc1ccc(C(=O)OCC(=O)NCc2ccco2)cc1OC	?	2	-3	-2	1%	14%	-2%	-2%	-1	0.4%	-11
37	Cc1cc(Cl)ccc1OC(C)C(=O)NCCCn1ccnc1 (stereo not given)	3%	5	8	-1	1%	12%	-2%	4%	3	-0.9%	-20
34	OCCCNC(c1ccccc1)c1ccc(O)cc1 (stereo not given)	-9%	-4	-1	-2	-4%	-20%	-5%	-1%	-5	0.3%	-15

An excerpt; count on the stated rates, not on these rows.
